Screens: PubChem, several laboratories
GLD-1 TGE inh = GLD-1-TGE RNA interaction inhibition (C. elegans) | purified GLD-1 + fluorescein TGE RNA, fluorescence polarization | inhibition, % at 5.96 µM | hit rate 0.44% among 320,000 | AID 2280;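 active = percent inhibition above a per-plate cutoff, the plate mean of test compounds plus 3 SD, cut at about 30% in these data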;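 note: 0% = DMSO wells with GLD-1 and probe and 100% = wells lacking GLD-1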
EBNA-1 inh = blocks EBNA-1 binding to DNA | EBNA-1 DNA binding, fluorescence polarization | inhibition, % at 14.8 µM | hit rate 0.34% among 300,000 | AID 1950; in the data active = inhibition above about 28%
MCL1-BIM inh = disrupts human MCL1 binding to BIM-BH3 peptide; GST-MCL1 / FITC-Bim-BH3 fluorescence polarization; Q07820; hit rate 0.68% among 320,000; inhibition, % at 10.9 µM;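 active = inhibition above the mean inhibition of all tested compounds plus 3 SD, set per campaign, cut at about 40% in these data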;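 note: 0% = DMSO wells and 100% = unlabeled Bim-BH3 peptide control; higher means more loss of mP so more displacement of Bim peptide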
Target sequence (Q07820 whole entry, looked up): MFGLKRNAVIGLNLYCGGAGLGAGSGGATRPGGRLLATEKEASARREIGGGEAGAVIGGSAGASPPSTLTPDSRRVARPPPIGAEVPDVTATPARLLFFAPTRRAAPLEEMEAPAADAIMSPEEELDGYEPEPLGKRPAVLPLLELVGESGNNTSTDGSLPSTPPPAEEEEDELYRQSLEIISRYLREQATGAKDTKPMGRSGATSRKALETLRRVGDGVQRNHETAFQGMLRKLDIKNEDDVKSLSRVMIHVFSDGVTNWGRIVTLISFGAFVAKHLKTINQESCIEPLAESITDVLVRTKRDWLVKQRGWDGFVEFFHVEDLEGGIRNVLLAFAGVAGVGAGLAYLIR
Yeast superoxide = caloric restriction mimetics inhibiting age-related superoxide in yeast; S. cerevisiae aged cells, superoxide DHE fluorescence; hits give low values; superoxide response (% of plate mean), % at 10 µM; hit rate 0.18% among 330,000; AID 2690;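 active = superoxide response under a set limit, about three screen SD below normal, cut at about 65% in these data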;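 note: yeast aged for seven days with compound at 30 °C before DHE staining; 100% = average MFI of all compound-treated wells on the plate with controls excluded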
MEX-5 binding = C. elegans MEX-5 TCR-2 RNA binding activity. Q9XUB2. MEX-5/FITC-TCR2 RNA binding, fluorescence polarization; hits give low values. activity score (negative = inhibition of binding), % at 10 µM. hit rate 0.38% among 300,000. AID 1832;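 active = inhibition past about -25% in most replicates, and total fluorescence under double the plate's negative control median, limit read from the data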;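 note: 0% = DMSO and -100% = 5 µM competing unlabeled TCR2 RNA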
Target sequence (Q9XUB2 whole entry, looked up): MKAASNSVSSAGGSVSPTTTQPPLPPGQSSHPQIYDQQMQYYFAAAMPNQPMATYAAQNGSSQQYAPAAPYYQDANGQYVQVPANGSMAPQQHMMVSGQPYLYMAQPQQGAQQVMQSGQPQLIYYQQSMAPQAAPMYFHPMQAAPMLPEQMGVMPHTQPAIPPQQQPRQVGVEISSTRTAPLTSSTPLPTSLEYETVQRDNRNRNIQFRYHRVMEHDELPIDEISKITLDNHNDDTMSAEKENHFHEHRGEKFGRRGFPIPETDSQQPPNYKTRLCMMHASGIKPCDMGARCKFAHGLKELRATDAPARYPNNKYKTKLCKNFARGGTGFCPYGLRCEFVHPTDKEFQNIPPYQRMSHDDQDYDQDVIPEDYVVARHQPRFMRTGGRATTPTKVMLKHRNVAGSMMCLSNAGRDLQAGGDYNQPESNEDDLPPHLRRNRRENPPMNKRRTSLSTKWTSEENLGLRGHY
Fam108B counter = blocks mouse Fam108B hydrolase in RBBP9 counter-screen; inhibition, % at 9.51 µM; recombinant Fam108B, FP-Rh probe fluorescence polarization; AID 1947; hit rate 0.33% among 300,000;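 active = inhibition above the screen mean inhibition plus 3 SD, computed separately per campaign, cut at about 18% in these data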;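 note: inhibitors lower polarization as less probe binds the enzyme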
BCLXL inh = blocks human Bcl-xL binding to Bim BH3 peptide; Q07817; inhibition, % at 10.9 µM; GST-Bcl-xL / FITC-Bim BH3 peptide fluorescence polarization; hit rate 0.7% among 320,000;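 active = inhibition above the mean of all tested compounds plus 3 SD, cutoff set per campaign, cut at about 30% in these data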;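 note: 0% = DMSO wells and 100% = unlabeled Bim-BH3 peptide competitor; inhibitors lower millipolarization by displacing the labeled peptide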
ZTA counter = counter-screen for EBNA-1 inhibitors: inhibitors of Epstein-Barr virus ZTA; P03206; ZTA-DNA binding, fluorescence polarization; inhibition, % at 11 µM; hit rate 0.15% among 320,000; AID 2234; in the data active = inhibition above about 33%
Target sequence (P03206 whole entry, looked up): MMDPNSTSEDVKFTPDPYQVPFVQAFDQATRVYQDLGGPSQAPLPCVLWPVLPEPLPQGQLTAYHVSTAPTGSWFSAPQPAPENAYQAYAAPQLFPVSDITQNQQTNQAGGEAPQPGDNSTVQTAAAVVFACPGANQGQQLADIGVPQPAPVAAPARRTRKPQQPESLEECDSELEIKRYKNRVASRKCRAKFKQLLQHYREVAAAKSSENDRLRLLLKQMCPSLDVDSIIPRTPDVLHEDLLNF
Efflux pump inh = antifungal efflux pump inhibition, Nile Red retention; inhibition, % at 10 µM; AID 485275; S. cerevisiae Candida pump triplex; hit rate 0.44% among 330,000;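 active = plate passing quality check with inhibition over a set limit, or well fluorescence over plate mean plus 4 SD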;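 note: Nile Red retained in pooled yeast measured as flow cytometry median fluorescence; 0% = buffer negative control and 100% = Enniatin B positive control; higher means more Nile Red kept so more efflux inhibition; some compounds called inactive have numbers as strong as hits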
Numbers without * were called inactive; . = not tested or not shown.

SMILES	GLD-1 TGE inh	EBNA-1 inh	MCL1-BIM inh	Yeast superoxide	MEX-5 binding	Fam108B counter	BCLXL inh	ZTA counter	Efflux pump inh
COc1ccc(C)cc1S(=O)(=O)N1CCC(C)CC1	7	-7	1	114	1.2	-5	-4	-13	-0.1
CC(C)(C#N)NC(=O)c1ccco1	-3	-17	-3	101	2.5	4	6	-15	0.0
Cc1occc1-c1nnc(SCC(=O)Nc2ccc3c(c2)OCO3)n1CC1CCCO1 (stereo not given)	9	-1	5	85	1.2	2	8	3	-0.1
COc1ccccc1C(=O)COC(=O)CNS(=O)(=O)c1ccc(C)cc1	-4	-4	1	97	1.0	-2	5	4	-0.1
CCC(=O)c1ccc(OCC(=O)OCC(=O)c2cc(C)n(C3CC3)c2C)cc1	2	1	-5	108	-0.8	2	-1	4	-0.1
CCOc1cc(-c2noc(-c3cccnc3)n2)ccc1OC	-3	6	7	95	-0.7	-4	2	19	0.0
Cc1cccc(CCN(CC(=O)NC(C)(C)C)C(=O)c2csnn2)c1	5	-3	5	93	-3.8	-2	8	11	0.0
O=c1c2ccccc2nc(-c2ccccc2)n1O	2	-2	1	79	.	-4	-5	-16	-0.2
CSc1ccc(NC(=O)N2CCC(C(=O)c3ccc(F)cc3)CC2)cc1	-2	-8	-1	97	-0.5	1	1	-8	-0.3
O=C(Nc1cc(C(F)(F)F)ccc1N1CCOCC1)c1ccc[n+]([O-])c1	8	-2	-7	105	-0.7	-1	-1	-21	-0.4
CC(=O)Nc1nc(SCCCc2ccccc2)n[nH]1	5	3	6	98	2.2	-1	5	-16	0.0
COc1ccc2[nH]cc(CCNC(=O)Cc3ccc(Cl)cc3)c2c1	0	0	0	94	1.8	1	-1	-1	-0.1
COCCNC(=O)C(c1ccc(C)o1)N(C(=O)C(=O)NC1CCCCC1)c1ccc(F)cc1 (stereo not given)	1	-5	6	92	-0.3	-2	4	5	0.0
Cc1cc(NS(=O)(=O)c2ccc(NC(=O)/C=C/c3ccccc3Cl)cc2)no1	5	8	5	85	-0.5	-8	10	0	0.1
Cn1c(CCNC(=O)OC(C)(C)C)n[nH]c1=S	6	7	0	93	-0.5	-2	1	24	0.0
CC(C)NC(=O)Cn1c(=O)cnc2ccccc21	-1	-12	0	97	-0.1	1	0	5	0.4
CC12CCC(=O)N1C(C(=O)Nc1nnc(SCc3ccccc3)s1)CS2 (stereo not given)	2	-6	-2	99	0.0	2	-1	9	0.2
CCOc1ccc(Cc2nc(-c3nonc3N)no2)cc1OCC	2	9	-2	90	-1.0	2	2	-12	-0.2
COCCn1c(SCC(=O)Nc2nnc(C)s2)nnc1-c1ccco1	3	-4	-16	96	-2.4	-1	-8	-17	0.0
O=C(NC1CCCCC1)c1noc2c1CCCCC2	5	-2	9	77	-2.9	0	2	-12	0.0
CC1(C)Cc2c(sc3nc(-c4ccccc4)n(N)c(=O)c23)CO1	-1	-6	-1	98	-2.9	9	1	-13	0.0
COC(=O)CSc1nnc(-c2ccc(S(=O)(=O)N3CCCC3)cc2)n1C	1	17	5	98	0.4	-2	-1	24	0.1
CN(CC(=O)Nc1ccc(F)cc1)C(=O)COC(=O)CSc1ccc(F)cc1	9	-2	-1	104	2.0	-2	5	19	0.0
O=C(Oc1ccc(/C=N/NC(=O)c2ccccn2)cc1)c1ccc(Br)cc1	14	4	3	115	-1.7	-9	-8	-6	7.2*
O=C1Nc2ccccc2C(=O)C1(Cl)Cc1ccccc1 (stereo not given)	0	2	-9	87	-4.8	5	-6	-9	0.1

Random excerpt: 6 entries already listed
SMILES	GLD-1 TGE inh	EBNA-1 inh	MCL1-BIM inh	Yeast superoxide	MEX-5 binding	Fam108B counter	BCLXL inh	ZTA counter	Efflux pump inh
Cc1cccc(CCN(CC(=O)NC(C)(C)C)C(=O)c2csnn2)c1	5	-3	5	93	-3.8	-2	8	11	0.0
Cc1occc1-c1nnc(SCC(=O)Nc2ccc3c(c2)OCO3)n1CC1CCCO1 (stereo not given)	9	-1	5	85	1.2	2	8	3	-0.1
O=C1Nc2ccccc2C(=O)C1(Cl)Cc1ccccc1 (stereo not given)	0	2	-9	87	-4.8	5	-6	-9	0.1
CC1(C)Cc2c(sc3nc(-c4ccccc4)n(N)c(=O)c23)CO1	-1	-6	-1	98	-2.9	9	1	-13	0.0
CC(C)NC(=O)Cn1c(=O)cnc2ccccc21	-1	-12	0	97	-0.1	1	0	5	0.4
COc1ccccc1C(=O)COC(=O)CNS(=O)(=O)c1ccc(C)cc1	-4	-4	1	97	1.0	-2	5	4	-0.1

Some of the entries so far, in CSV form:
Structure,GLD-1 TGE inh,EBNA-1 inh,MCL1-BIM inh,Yeast superoxide,MEX-5 binding,Fam108B counter,BCLXL inh,ZTA counter,Efflux pump inh
CCOc1ccc(Cc2nc(-c3nonc3N)no2)cc1OCC,2,9,-2,90,-1.0,2,2,-12,-0.2
O=C1Nc2ccccc2C(=O)C1(Cl)Cc1ccccc1 (stereo not given),0,2,-9,87,-4.8,5,-6,-9,0.1
O=C(NC1CCCCC1)c1noc2c1CCCCC2,5,-2,9,77,-2.9,0,2,-12,0.0
COCCNC(=O)C(c1ccc(C)o1)N(C(=O)C(=O)NC1CCCCC1)c1ccc(F)cc1 (stereo not given),1,-5,6,92,-0.3,-2,4,5,0.0

Next compounds.
SMILES	GLD-1 TGE inh	EBNA-1 inh	MCL1-BIM inh	Yeast superoxide	MEX-5 binding	Fam108B counter	BCLXL inh	ZTA counter	Efflux pump inh
CN(Cc1cccc(F)c1)C(=O)c1cccc(S(=O)(=O)N2CCN(Cc3ccccc3)CC2)c1	12	0	0	115	-0.1	-2	0	-5	-3.6
CCCn1nnnc1-c1cc(Cl)cc(Cl)c1	-8	6	2	94	-0.4	5	1	5	-0.1
CCCCOc1ccc(S(=O)(=O)Nc2ccc(NC(C)=O)cc2)cc1	10	3	1	92	1.8	0	7	-3	-0.2
FC(F)(F)c1ccccc1NC(=S)N1CCc2ccccc2C1	3	3	7	93	0.9	6	7	1	0.0
COc1ccc(CCC(=O)N2CCN(S(=O)(=O)c3cccc(Cl)c3)CC2)cc1	-4	.	6	87	.	.	7	15	0.0
Cc1ccc(C2NC(=O)NC3=C2CCc2ccccc23)cc1 (stereo not given)	-1	3	11	90	.	-2	11	12	-0.3
CCCS(=O)(=O)N1CCCC(C(=O)NCCN2CCC(Cc3ccccc3)CC2)C1 (stereo not given)	-6	-10	7	100	-0.1	-1	4	12	0.1
COc1ccc(NC(=O)C(=O)NCCN2CCN(C(=O)C(c3ccccc3)c3ccccc3)CC2)cc1	-2	0	0	101	-2.4	-4	1	-6	0.0
Cc1csc2nc(CNC(=O)CCC(=O)O)cn12	2	10	1	81	-2.4	-5	1	2	0.3
CN=C1SC(CC(=O)Nc2cccc(C(F)(F)F)c2)C(=O)N1C (stereo not given)	2	-9	7	115	-1.2	1	-2	10	-0.2
CC(=O)O/N=C(/c1nonc1N)N(C)C	1	-11	-3	100	0.4	6	2	-2	-0.1
CCc1cc(=O)oc2cc(OC(C)C(=O)NCC(O)c3ccccc3)c(Cl)cc12 (stereo not given)	2	-14	-6	104	-3.2	-2	-1	-13	0.2
Cc1ccc(S(=O)(=O)NCc2ccccc2)cc1C(=O)N1CCCCC1	-2	-17	0	89	1.1	-3	0	-1	1.9
Cc1cc(NS(=O)(=O)c2ccc(NC(=O)c3cc(-c4ccccc4Cl)nc4ccccc34)cc2)no1	4	13	4	86	-1.7	-6	3	9	-0.3
COC(=O)NN1C(=O)C(c2ccccc2)=C(c2ccc(Cl)cc2)C1=O	-3	0	-2	123	-1.8	-3	4	2	0.0
Cc1ccc(NC(=O)CCN2C(=O)c3ccncc3C2=O)cc1	12	9	6	100	-1.5	3	4	-22	-0.1
CC/C(=N\NC(=O)c1ccc2c(c1)OCO2)C12CC3CC(CC(C3)C1)C2	10	-4	0	102	-2.3	-2	0	-10	-0.1
O=C(NCc1ccc(F)cc1)c1nc(-c2cccs2)no1	5	6	14	172	-0.1	-2	5	-3	0.1
NS(=O)(=O)c1cccc(NC(=O)COc2ncnc3c2cnn3-c2ccccc2)c1	2	6	-10	95	1.8	-3	-1	-1	-0.1
COc1ccc(S(=O)(=O)N2CCOC2CNC(=O)C(=O)NCc2ccc3c(c2)OCO3)cc1OC (stereo not given)	0	-1	2	100	1.7	2	3	-2	-0.1
COc1ccc(OCCSc2nnc(CCNC(=O)c3ccc(OC)cc3)n2C)cc1	8	-2	0	101	.	5	2	-10	24*
COc1ccccc1/C=C/C=N\N1CCN(Cc2ccccc2Cl)CC1	7	5	-1	85	.	4	5	-5	-0.2
CC1(C)C2CCC1(C)C(NCC(O)COc1ccc(C#N)cc1)C2 (stereo not given)	-3	-6	-2	105	0.6	1	0	-16	0.2
NS(=O)(=O)c1ccc(CCNC(c2ccccc2)c2ccccc2)cc1	5	-6	4	118	0.6	2	5	7	-0.2
COc1ccc(C(C)=O)cc1CSc1nnc(SCc2cc(C(C)=O)ccc2OC)s1	4	3	1	98	0.7	-2	5	-8	-0.1

Among those listed so far, these contain a tert-butyl group.
SMILES	GLD-1 TGE inh	EBNA-1 inh	MCL1-BIM inh	Yeast superoxide	MEX-5 binding	Fam108B counter	BCLXL inh	ZTA counter	Efflux pump inh
Cc1cccc(CCN(CC(=O)NC(C)(C)C)C(=O)c2csnn2)c1	5	-3	5	93	-3.8	-2	8	11	0.0
Cn1c(CCNC(=O)OC(C)(C)C)n[nH]c1=S	6	7	0	93	-0.5	-2	1	24	0.0

Continuation:
SMILES	GLD-1 TGE inh	EBNA-1 inh	MCL1-BIM inh	Yeast superoxide	MEX-5 binding	Fam108B counter	BCLXL inh	ZTA counter	Efflux pump inh
COc1cc(CC(=O)OCC(=O)Nc2ccc([N+](=O)[O-])cc2)cc(OC)c1OC	2	4	2	99	0.1	5	1	2	0.0
CCc1ccc(S(=O)(=O)NCc2cn3ccccc3n2)s1	5	17	4	88	0.9	1	4	3	-0.1
CCc1nnc(NS(=O)(=O)c2ccc(NC(=O)c3ccc(Br)cc3)cc2)s1	1	11	-2	107	0.1	2	-1	9	-0.1
COc1ccccc1NC(=O)CN1C(=O)COc2ccc(S(=O)(=O)N3CCC(C)CC3)cc21	1	7	12	125	-0.8	-1	3	1	-0.1
Cc1nnc2ccc(-c3cccc(NS(=O)(=O)c4ccccc4[N+](=O)[O-])c3)nn12	-2	2	0	103	-0.2	2	2	-2	-0.3
O=S(=O)(NCCN1CCCC1)c1cccc2cccnc12	-1	-1	1	103	-1.0	3	3	-6	-0.2
CCN1C(=O)/C(=C/c2cc(C)n(C)c2C)SC1=Nc1ccc(OC)cc1	-7	8	7	106	-7.9	13	-1	-4	0.1
Cc1ccc(C(=O)CCC(=O)OCc2nnc(-c3ccccc3)o2)cc1	-2	1	5	104	2.0	1	7	-7	0.3
COc1cccc(CN(CC2CCCO2)S(=O)(=O)c2ccc(S(=O)(=O)NCC3CCCO3)cc2)c1OC (stereo not given)	3	-7	3	94	-3.6	-1	1	9	0.2
Cc1ccc(NC(=O)Cn2cnc3c(nnn3Cc3ccc(F)cc3)c2=O)cc1	3	-8	7	100	0.3	-2	4	6	-0.4

Compounds were not picked by outcome; overall some 2.3% were active at least once.
